APJ antag – antagonists of human APJ apelin receptor | P35414 | CHO-K1 APJ beta-arrestin complementation, luminescence | inhibition, % at 20 µM | actives 0.32% (n = 330,000) | AID 2521;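 active = inhibition above about 40% at 20 µM, limit read from the data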;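 note: cells challenged with 10 nM apelin-13 agonist together with compound; plate controls were apelin-13 plus DMSO wells for no effect and DMSO wells lacking apelin-13 for full effect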
Target sequence (P35414 whole entry, looked up): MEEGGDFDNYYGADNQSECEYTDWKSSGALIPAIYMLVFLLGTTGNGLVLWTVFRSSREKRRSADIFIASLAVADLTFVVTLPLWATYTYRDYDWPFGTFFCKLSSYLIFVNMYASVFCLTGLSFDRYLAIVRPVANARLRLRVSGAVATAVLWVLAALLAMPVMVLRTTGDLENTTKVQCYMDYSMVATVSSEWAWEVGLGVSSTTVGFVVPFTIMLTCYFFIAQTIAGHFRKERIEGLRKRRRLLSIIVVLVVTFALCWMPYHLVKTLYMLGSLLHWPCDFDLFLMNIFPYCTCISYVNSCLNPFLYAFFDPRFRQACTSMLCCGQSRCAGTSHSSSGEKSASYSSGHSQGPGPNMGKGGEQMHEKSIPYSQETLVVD
GRIN3A LBD mod – modulates the human NR3A ligand-binding domain; AID 1259313; NR3A LBD differential scanning fluorimetry, Tm shift; 0% = protein alone, 100% = glycine-bound protein; Tm shift relative to glycine control, % at 25 µM; actives 2.5% (n = 340,000);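 active = melting temperature shift of at least 10% of the positive control shift, at one fixed dose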
NALP3 yeast inh – NALP3 inhibition in yeast. inhibition, % at 10 µM. actives 0.39% (n = 330,000). Yeast reconstituted NLRP3/ASC/caspase-1, beta-gal luminescence, 24 h;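 active = inhibition of 50% or more; inactive = inhibition below 50%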;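 note: plate controls were induced DMSO wells for no effect and uninduced yeast grown without galactose for full effect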
tim10-1 inh – inhibits growth of tim10-1 mutant yeast; S. cerevisiae tim10-1 ts strain growth, BacTiter-Glo, 24 h; inhibition, % at 20 µM; actives 2.2% (n = 330,000); AID 463190;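 active = inhibition of at least 40%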;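 note: mutant grown at 25 °C; 0% = DMSO wells with yeast and 100% = wells holding no yeast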
APJ ag – APJ receptor agonism | activation, % at 20 µM | P35414 | CHO-K1 APJ PathHunter beta-arrestin, luminescence; 0% DMSO wells, 100% apelin | AID 2520 | actives 0.11% (n = 330,000);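 active = activation more than six SD over the plate average, tested at 20 µM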;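 note: 0% = DMSO alone and 100% = apelin-13 at 10 nM; some results filed as inactive read as strong as hits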
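Material: engineered CHO-K1 APJ arrestin reporter cells; amount: 1000 CHO-K1 reporter cells seeded per well; incubation: compound stimulation 90 min at 25 °C, detection 60 min; signal: luminescent beta-gal fragment complementation, chemiluminescent substrate; read-out basis: APJ agonist activity; controls: DMSO-only wells as negative, 10 nM Apelin-13 as positive control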
MPTP inh – inhibitors of mitochondrial permeability transition pore | isolated mouse mitochondria, Ca2+ swelling absorbance, 30 min | inhibition, % at 10 µM | actives 1.4% (n = 360,000) | AID 602449;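 active = inhibition of 50% or more, scaled per plate between neutral and stimulator controls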;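 note: 0% = DMSO wells given calcium and 100% = 1 mM EGTA wells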
MIN6 prolif – inducers of beta-cell replication in MIN6 cells | proliferation, % at 10 µM | AID 2380 | MIN6 cells proliferation, ATPlite luminescence, 48 h; cells starved in 0.2% serum; 100% = growth in 10% serum | actives 0.29% (n = 330,000);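 active = compounds whose signal lies at least 3.5 SD above the mean of all wells on their plate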;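 note: 0% = DMSO-treated cells in low-serum medium and 100% = 10% serum control; some compounds called inactive have numbers as strong as hits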
tim23-1 inh – inhibits growth of tim23-1 mutant yeast | S. cerevisiae tim23-1 growth, BacTiter-Glo luminescence, 24 h | inhibition, % at 20 µM | AID 463212 | actives 1.3% (n = 330,000);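 active = growth inhibition of the mutant yeast at or above 50%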;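 note: temperature-sensitive mutant grown at 25 °C; plate controls were DMSO-treated mutant yeast for no effect and medium wells lacking yeast for full effect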
TIM10 inh – growth inhibitors of TIM10 yeast strain; S. cerevisiae TIM10 strain growth, BacTiter-Glo luminescence, 24 h; inhibition, % at 10 µM; actives 1.4% (n = 330,000);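 active = inhibition of 40% or more at the single tested concentration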;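 note: wild-type TIM10 isogenic control strain grown at permissive 25 °C; 0% = DMSO yeast wells and 100% = minimal medium wells without yeast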
The depositor's hits bear a star; / = not tested or not shown.

SMILES	APJ antag	GRIN3A LBD mod	NALP3 yeast inh	tim10-1 inh	APJ ag	MPTP inh	MIN6 prolif	tim23-1 inh	TIM10 inh
O=C(NC(n1ccc(=O)[nH]c1=O)C(Cl)(Cl)Cl)C12CC3CC(CC(C3)C1)C2 (stereo not given)	10.0	-0.9	-2.2	13.1	-1.4	2.1	-3.3	21.0	2.7
COc1cccc(C2c3[nH]c4ccccc4c3C[C@H]3C(=O)N(C)CC(=O)N23)c1 (stereo not given in full)	4.7	-1.0	5.8	15.7	-2.2	-0.5	-5.1	20.4	-6.4
CC(C)C(=O)Nc1ccc([N+](=O)[O-])cc1Br	0.9	-2.9	11.8	-7.2	-2.8	-0.3	-0.1	-4.8	0.2
CN(C)S(=O)(=O)c1cccc(NC(=O)c2ccc(N3CCCC3=O)cc2)c1	-5.9	0.9	16.5	-3.0	-2.9	0.0	-3.0	-8.8	5.2
COC(=O)c1cc(NS(=O)(=O)c2cccc(Cl)c2)ccc1N1CCOCC1	-5.0	0.3	3.9	0.0	-0.3	2.2	-1.2	2.2	-4.1
C=CCNC(=O)Nc1ccc(Br)cc1Cl	8.4	5.9	20.9	1.1	-1.6	5.1	-3.0	-4.7	-2.1
Cc1cc([N+](=O)[O-])nn1CCCC(=O)NCc1ccccc1	7.3	-3.9	1.9	-9.7	1.8	0.0	-0.7	4.1	-6.3
CCn1cc(C(=O)O)c(=O)c2cc(F)c(N3CCN(S(=O)(=O)c4ccc(Br)cc4)CC3)cc21	-5.5	/	38.4	13.7	-2.7	/	-1.4	27.4	6.7
CCc1ccc(CN2CCC(N3CCC(C(=O)N4CCCC4)CC3)CC2)o1	6.4	0.0	3.6	7.0	-1.9	1.5	-1.2	-0.5	-0.7
Nc1ccc2oc(-c3cc(Br)ccc3Cl)nc2c1	-11.4	-0.2	16.4	54.2*	-3.3	0.1	-0.8	59.2*	41.3*
O=C(c1nc2ncccn2n1)N1CCN(c2ccccc2)CC1	-15.6	-1.2	-0.9	9.0	-1.1	-4.6	2.9	11.9	-5.8
Cc1ccc(S(=O)(=O)NCc2ccc(C(=O)N3CCN(c4ccccc4)CC3)cc2)cc1	-9.2	-1.1	4.4	24.5	-0.9	-0.9	-1.8	27.7	14.8
CCC1CCC(C(=O)NC(C(=O)Nc2ccc3c(c2)OCCO3)C(C)C)CC1 (stereo not given)	-3.2	-0.3	3.0	7.6	-6.1	0.2	1.0	1.5	-5.5
CC1CCCCC1NC(=O)Cn1nc(-c2ccccc2)ccc1=O (stereo not given)	0.3	0.3	15.7	16.9	-8.1	-0.2	-1.1	17.8	18.2
CC(=O)Nc1ccc(Oc2ccc3nc(C)[nH]c3c2)cc1	7.0	-1.4	1.7	18.1	-3.1	5.2	-1.0	13.4	19.9
Cc1ccc(C)c(S(=O)(=O)N2C(=S)NC(=O)C2C(C)C)c1 (stereo not given)	15.6	2.3	-18.3	24.1	-0.3	-1.9	-2.0	19.6	9.5
Cc1[nH]c2ccccc2c1C(=O)CN1CCN(C/C=C/c2ccccc2)CC1	15.5	0.8	-0.9	-6.5	-5.9	64.6*	-3.6	-6.3	2.9
CCOc1ccc(NC(=O)NC2CCCc3ccccc32)cc1 (stereo not given)	2.6	-0.5	4.0	-0.7	-3.3	0.1	-1.0	-0.6	-4.6
N#CCC(=O)Nc1ccc(C(=O)OCC(=O)c2ccc3c(c2)OCO3)cc1	7.9	-3.1	10.0	20.2	1.9	-0.9	-1.9	11.3	10.6
Fc1ccc(-c2cc(C(F)(F)F)nc(NCC3CCCO3)n2)cc1 (stereo not given)	-8.4	-1.3	33.3	-3.6	1.8	0.1	-0.9	30.5	-6.5
COc1ccc(S(=O)(=O)N2CCN(C3CC4CCC3C4)CC2)cc1 (stereo not given)	-2.3	-2.0	19.2	-12.4	-2.2	1.1	2.5	11.8	-7.8
CCCCN(C(=O)c1cc2ccccc2o1)c1c(N)n(CCC)c(=O)[nH]c1=O	5.5	2.2	-2.6	17.0	0.0	0.9	-0.1	20.3	12.3
CC1(C)CC(=O)C(N=Nc2cc3c(cc2[N+](=O)[O-])OCCO3)=C(O)C1	-5.5	0.2	20.4	-22.3	0.4	-4.0	-2.0	-9.4	-0.5
Cn1c2ccc(CC(=O)O)cc2c2cc(CC(=O)O)ccc21	7.0	0.8	9.0	3.2	-1.1	0.2	-0.1	-0.5	3.2
COc1ccccc1CC(=O)NNC(=O)c1ccco1	10.7	-0.7	6.4	-2.9	-2.9	-1.6	0.5	-11.8	-4.5
CC(C)CC(=O)N=C1SC2CS(=O)(=O)CC2N1Cc1ccccc1 (stereo not given)	14.1	-0.3	7.7	11.7	-1.9	1.0	4.7	-1.7	-5.5
COCCNC(=O)CCSc1nc(-c2ccc(OC)cc2)cc(C(F)(F)F)n1	3.9	0.7	25.3	35.1	-5.4	-2.4	2.0	-8.8	-14.1
Cc1ccccc1OCCN1C(=O)c2ccccc2C1=O	20.9	-0.6	33.3	8.3	1.5	0.1	2.5	11.7	4.5
O=c1o[nH]c(-c2ccccc2)c1-c1ccccc1	6.7	7.8	-41.4	4.8	-4.9	3.2	-1.1	11.7	3.9
N#CCSc1ccccc1NC(=O)COc1ccc(-c2nnco2)cc1	-0.5	1.1	21.6	2.2	2.6	-0.3	0.1	16.6	0.2
CC1CCN(c2ccc(C(=O)NCc3ccc4c(c3)OCO4)cc2[N+](=O)[O-])CC1	-19.3	-9.7	26.7	12.0	-4.0	6.4	-4.5	28.0	-5.3
O=S(=O)(c1cc(Cl)ccc1Cl)N1CCN(Cc2ccco2)CC1	3.9	0.2	21.1	9.9	-0.2	0.2	0.3	20.9	1.6
CC(C)(C)NS(=O)(=O)c1cc(C(=O)O)ccc1Cl	5.3	-0.2	12.2	-3.9	-2.6	0.3	-1.1	-4.4	4.0
O=C1CC(c2ccc(S(=O)(=O)NC3CC3)cc2)CN1 (stereo not given)	18.1	-1.6	17.5	-34.9	-2.5	-1.1	4.3	-4.3	-3.0
O=C(O)Cc1cn(Cc2ccc(F)cc2)c2ccccc12	8.5	-2.7	-2.4	5.0	-2.6	0.0	7.4*	13.6	-5.3
CCn1nc(C)cc1C(=O)NC1CCCc2c1cnn2-c1ccc(C)c(C)c1 (stereo not given)	3.8	1.5	12.8	22.0	-1.7	1.5	-4.1	23.9	23.3
Fc1ccccc1Cn1cnc(NC(=S)NCCc2ccccc2)n1	12.3	/	14.0	-56.5	-1.1	/	-4.0	-9.2	-12.9
CC(Oc1ccc2c(=O)c(-c3ccc(Cl)cc3)c(C(F)(F)F)oc2c1)C(=O)O (stereo not given)	-7.9	1.8	-9.2	5.1	-3.5	1.8	-1.9	12.6	9.2
Cc1ccnc(NS(=O)(=O)c2ccc(N=CC3=C(O)CC(C)(C)CC3=O)cc2)n1	17.9	-1.2	20.4	-18.4	-0.4	-0.1	-1.1	-7.9	8.4
Cc1cccc(C)c1NC(=O)c1ccc(CN2CCc3ccccc3C2)cc1	12.6	-0.5	16.9	-13.4	-3.3	-0.3	2.7	-1.2	-4.9
COc1ccc(/C=C2\Sc3ccc(C(=O)N4CCN(Cc5ccccc5)CC4)cc3N(C)C2=O)cc1OC	-7.8	2.1	2.4	10.9	5.8	-1.2	-3.5	21.6	-2.4
Cn1c(=O)c(N)c2c3c(c(Br)ccc31)C(=O)c1ccccc1-2	-31.3	-6.1	21.8	-51.3	11.8	4.3	2.8	30.0	27.3
COc1ccc(-c2nnc(SCC(=O)Nc3cc(C)on3)n2C)cc1OC	-11.0	-2.6	17.9	-2.4	2.2	-0.1	-0.5	21.7	3.0
Cc1nc(N=Nc2ccc(O)cc2)n[nH]1	-1.0	1.9	18.3	16.2	-2.1	-0.3	-4.3	18.1	8.6
Cn1c(-c2ccc(C(=O)c3ccccc3)s2)nc2ccccc21	-6.5	-0.9	16.6	-31.1	0.8	2.2	-1.5	-0.5	25.4
O=C(OCc1ccc(COC(=O)c2ccc(O)cc2)cc1)c1ccc(O)cc1	1.0	21.0*	18.6	22.5	0.0	2.8	-4.7	14.1	11.0
CN(C)C(=O)CSc1nnc([C@H](Cc2c[nH]c3ccccc23)NC(=O)OC(C)(C)C)o1	-8.7	-2.6	10.3	14.1	-2.4	-0.7	-1.1	11.4	0.9
COc1ccc(C)cc1NC(=O)c1nnn(Cc2cc(C)ccc2C)c1N	-0.8	1.1	6.4	5.8	-3.2	1.8	-4.0	10.0	2.0
O=C(c1ccc(Br)cc1)N1CCCc2ccccc21	8.8	-0.1	44.6	-0.1	-4.9	0.6	-1.0	23.7	2.0
Cc1ccc(C(OCC(C)(C)C[N+](C)(C)C)c2ccccc2)cc1 (stereo not given)	-6.9	-0.2	10.8	-5.7	-0.7	-0.1	-3.0	3.4	-6.7
CC1=CCC2C(=O)N(Cc3ccccc3)C(=O)C2C1 (stereo not given)	1.7	-3.5	-12.2	-7.5	-2.9	-7.6	-2.8	-5.8	1.7
O=C(Nc1cccc(S(=O)(=O)NC2=NCCC2)c1)c1ccc(C(F)(F)F)cc1	-16.1	-2.3	14.7	7.0	-2.9	0.3	-3.0	9.0	1.1
CC(=O)NC(Cc1ccc(C)cc1)C(=O)NC1CCN(C(=O)NCc2ccccc2)CC1 (stereo not given)	1.7	1.1	8.0	-26.4	0.1	1.0	0.1	-1.1	6.8
COc1ccc(-c2nnc(NC(=O)C(C)C)s2)c(OC)c1	0.4	-1.2	7.9	6.3	-3.5	2.2	0.7	23.1	2.2
O=C(O)C/C(=C\c1ccc(N2CCOCC2)c([N+](=O)[O-])c1)c1nc2ccccc2s1	18.9	-2.4	-0.5	12.6	-1.9	1.5	-1.4	5.5	16.1
COc1ccc(NC(=O)c2ccccc2O)c(OC)c1	20.7	-12.0	32.0	-67.8	-5.3	-1.9	-2.4	-42.7	14.2
O=[N+]([O-])c1nn(-c2ccc3c(c2)OCCO3)n(O)c1=NC1CCCC1	-50.9	3.6	2.3	55.2*	7.2	2.8	-5.3	40.2	58.2*
COc1cc(NC(=O)C2CC(=O)N(Cc3ccco3)C2)c(OC)cc1Cl (stereo not given)	0.7	0.2	-0.5	8.4	-3.6	-1.2	-4.0	6.5	0.0
O=C1c2ccccc2C(=O)N1SC1CCCCC1	18.2	4.9	-14.5	32.9	1.1	2.5	-5.4	10.0	65.2*
COC(=O)c1ccc(CNC(=O)COC(=O)CCC2CCCC2)cc1	-22.0	-2.7	2.4	23.6	1.5	-0.3	0.0	14.3	-6.4
O=C(CSCc1ccc(Cl)cc1)N/N=C/c1ccccc1	18.3	-5.5	20.6	29.8	-5.5	-1.0	0.0	28.8	24.0

4 compounds already listed, arranged by molecular weight, largest number first:
SMILES	APJ antag	GRIN3A LBD mod	NALP3 yeast inh	tim10-1 inh	APJ ag	MPTP inh	MIN6 prolif	tim23-1 inh	TIM10 inh
CC(=O)NC(Cc1ccc(C)cc1)C(=O)NC1CCN(C(=O)NCc2ccccc2)CC1 (stereo not given)	1.7	1.1	8.0	-26.4	0.1	1.0	0.1	-1.1	6.8
COc1ccc(C)cc1NC(=O)c1nnn(Cc2cc(C)ccc2C)c1N	-0.8	1.1	6.4	5.8	-3.2	1.8	-4.0	10.0	2.0
Cn1c(=O)c(N)c2c3c(c(Br)ccc31)C(=O)c1ccccc1-2	-31.3	-6.1	21.8	-51.3	11.8	4.3	2.8	30.0	27.3
COC(=O)c1ccc(CNC(=O)COC(=O)CCC2CCCC2)cc1	-22.0	-2.7	2.4	23.6	1.5	-0.3	0.0	14.3	-6.4
